Bioassay records (PubChem)
VLA-4 inh = inhibition in a human VLA-4 binding assay. AID 2557. inhibition, % (about 7 µM as worked out from the volumes in the protocol). P13612. VLA-4 expressing cells, ligand binding flow cytometry. hit rate 0.2% among 330,000; in the data active means inhibition above about 50%
Target sequence (P13612 whole entry, looked up): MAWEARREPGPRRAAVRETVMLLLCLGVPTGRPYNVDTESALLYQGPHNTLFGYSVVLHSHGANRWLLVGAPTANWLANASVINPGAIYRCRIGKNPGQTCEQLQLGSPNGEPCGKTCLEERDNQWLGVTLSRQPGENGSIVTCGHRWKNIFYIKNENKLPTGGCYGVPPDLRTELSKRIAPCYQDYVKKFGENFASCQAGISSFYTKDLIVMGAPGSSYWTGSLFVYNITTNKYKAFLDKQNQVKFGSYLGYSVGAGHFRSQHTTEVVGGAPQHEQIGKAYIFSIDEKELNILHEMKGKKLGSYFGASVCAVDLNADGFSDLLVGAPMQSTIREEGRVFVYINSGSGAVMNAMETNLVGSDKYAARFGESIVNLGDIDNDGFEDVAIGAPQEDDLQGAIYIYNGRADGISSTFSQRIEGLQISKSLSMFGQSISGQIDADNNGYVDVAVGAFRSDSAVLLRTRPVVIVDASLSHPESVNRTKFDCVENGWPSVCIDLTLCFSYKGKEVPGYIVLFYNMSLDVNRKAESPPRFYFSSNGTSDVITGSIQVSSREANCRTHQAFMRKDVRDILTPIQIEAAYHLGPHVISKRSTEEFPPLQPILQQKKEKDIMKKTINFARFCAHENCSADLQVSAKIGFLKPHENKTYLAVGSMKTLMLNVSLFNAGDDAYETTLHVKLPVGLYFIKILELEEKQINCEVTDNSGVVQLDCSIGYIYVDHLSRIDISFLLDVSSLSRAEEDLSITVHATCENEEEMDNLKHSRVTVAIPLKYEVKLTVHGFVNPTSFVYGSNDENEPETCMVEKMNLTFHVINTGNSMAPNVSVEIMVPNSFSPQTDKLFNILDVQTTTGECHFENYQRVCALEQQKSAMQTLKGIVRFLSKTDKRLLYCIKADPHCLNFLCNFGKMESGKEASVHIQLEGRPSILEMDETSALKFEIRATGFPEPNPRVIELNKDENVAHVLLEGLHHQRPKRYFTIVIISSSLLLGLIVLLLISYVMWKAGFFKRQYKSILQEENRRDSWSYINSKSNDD
AGP1-GFP MLPCN = modulators of TOR pathway AGP1-GFP in S. cerevisiae; S. cerevisiae AGP1-GFP multiplex flow cytometry, 3 h; GFP as percent of DMSO wells; GFP response vs DMSO, % at 10 µM; hit rate 0.02% among 320,000; AID 2066;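 active means GFP response relative to DMSO above a set limit, near screen average plus 3 SD, cut at about 150% in these data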;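 further: median GFP channel fluorescence of the gated AGP1 strain per well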
MEP2 TOR yeast = alters MEP2-GFP fluorescence in TOR pathway yeast screen; S. cerevisiae MEP2-GFP strain, flow cytometry GFP, 3 h; 100% = DMSO control level; GFP response vs DMSO, % at 10 µM; hit rate 0.51% among 330,000;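 active means GFP response versus DMSO above a set limit, roughly screen mean plus 3 SD, cut at about 180% in these data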;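 further: median GFP fluorescence of the barcode-gated MEP2-GFP cells per well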
GRK2 aptamer HTS = human GRK2 inhibition via aptamer displacement. hit rate 0.59% among 330,000. inhibition of aptamer binding, % at 10 µM. P25098. bead flow cytometry, FAM-aptamer displacement from GRK2;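 active means inhibition of aptamer binding above 40%, roughly 3 SD of noise, on plates passing a quality check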;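 further: median bead fluorescence of bound FAM aptamer so fluorescent compounds give negative values; no value below 0 was filed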
RPL19A-GFP yeast = alters RPL19A-GFP fluorescence in TOR pathway yeast screen. S. cerevisiae RPL19A-GFP strain, flow cytometry, 3 h; active compounds read low. percent response vs DMSO, % at 10 µM. hit rate 0.3% among 330,000;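 active means percent response vs DMSO below 50%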;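 further: median channel GFP fluorescence of the barcoded RPL19A-GFP strain; ratio of sample median GFP to plate DMSO average so 100% = DMSO; lower means less RPL19A-GFP as with rapamycin TOR inhibition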
GASC-1 inh = human JMJD2C demethylase inhibition. Q9H3R0. GST-JMJD2C(1-420) H3K9me3 demethylation, DELFIA europium. inhibition, % at 2.35 µM. hit rate 0.069% among 330,000;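 active means more than half of a compound's replicate wells show inhibition beyond 50%, single wells judged on their own value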;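 further: signal counts dimethyl H3K9 product captured on neutravidin plate; 0% = median of DMSO wells and 100% = 0.3 times that DMSO median; strong numbers were not always called active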
CIT2-GFP yeast = alters CIT2-GFP fluorescence in TOR pathway yeast screen | AID 2029 | S. cerevisiae CIT2-GFP strain, flow cytometry, 3 h; 100 means same as DMSO wells | hit rate 0.065% among 320,000 | GFP response vs DMSO, % at 10 µM;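 active means GFP response relative to DMSO above a set limit, near the screen mean plus 3 SD, cut at about 150% in these data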;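 further: ratio of well median GFP fluorescence to mean of DMSO wells on the plate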
LAP4 TOR yeast = alters LAP4-GFP fluorescence in TOR pathway yeast screen; S. cerevisiae LAP4-GFP multiplex, flow cytometry GFP, 3 h; median GFP as percent of DMSO wells; GFP response vs DMSO, % at 10 µM; hit rate 0.34% among 320,000;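 active means GFP response vs DMSO above a set limit, about the screen mean plus 3 SD, cut at about 150% in these data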
The depositor's hits bear a star.

How did Cc1cc2ccccn2c1C(=O)c1cccc(F)c1 do in these assays?
VLA-4 inh: -14; AGP1-GFP MLPCN: 86; MEP2 TOR yeast: 99; GRK2 aptamer HTS: 2; RPL19A-GFP yeast: 95; GASC-1 inh: -5; CIT2-GFP yeast: 88; LAP4 TOR yeast: 90

How did Cc1ccc(CN2CCN(Cc3cccc(C)n3)CC2CCO)cc1 (stereo not drawn) do in these assays?
VLA-4 inh: 2; AGP1-GFP MLPCN: 108; MEP2 TOR yeast: 102; GRK2 aptamer HTS: 0; RPL19A-GFP yeast: 108; GASC-1 inh: 12; CIT2-GFP yeast: 103; LAP4 TOR yeast: 103

What do the screens show for `O=C(CSc1ccc2nnc(CCNS(=O)(=O)c3ccccc3)n2n1)Nc1nc2ccccc2s1`?
VLA-4 inh: 6; AGP1-GFP MLPCN: 100; MEP2 TOR yeast: 102; GRK2 aptamer HTS: 5; RPL19A-GFP yeast: 104; GASC-1 inh: -1; CIT2-GFP yeast: 101; LAP4 TOR yeast: 92

How did CCCN(CCC)C(=O)CC(c1ccccc1)c1ccc(C)cc1O (stereo not drawn) do in these assays?
VLA-4 inh: -4; AGP1-GFP MLPCN: 110; MEP2 TOR yeast: 80; GRK2 aptamer HTS: 1; RPL19A-GFP yeast: 105; GASC-1 inh: 12; CIT2-GFP yeast: 113; LAP4 TOR yeast: 88

What do the screens show for `CCCN(C(=O)Cc1nc(N)n[nH]1)C1(C(=O)Nc2ccccc2C)CCCCC1`?
VLA-4 inh: -14; AGP1-GFP MLPCN: 102; MEP2 TOR yeast: 101; GRK2 aptamer HTS: 2; RPL19A-GFP yeast: 99; GASC-1 inh: 4; CIT2-GFP yeast: 98; LAP4 TOR yeast: 101

How did Cc1ccc(NS(=O)(=O)c2cccc(C(=O)NCCCN3CCCC3=O)c2)cc1 do in these assays?
VLA-4 inh: 10; AGP1-GFP MLPCN: 106; MEP2 TOR yeast: 95; GRK2 aptamer HTS: 2; RPL19A-GFP yeast: 103; GASC-1 inh: 24; CIT2-GFP yeast: 109; LAP4 TOR yeast: 102

What do the screens show for `CN(C)c1cc(NC(=O)CNC(C)(C)CC(C)(C)C)c2ccccc2n1`?
VLA-4 inh: -5; AGP1-GFP MLPCN: 106; MEP2 TOR yeast: 96; GRK2 aptamer HTS: 0; RPL19A-GFP yeast: 98; GASC-1 inh: 1; CIT2-GFP yeast: 109; LAP4 TOR yeast: 94

What do the screens show for `O=C(/C=C/c1cccs1)Nc1nccs1`?
VLA-4 inh: 17; AGP1-GFP MLPCN: 101; MEP2 TOR yeast: 103; GRK2 aptamer HTS: 0; RPL19A-GFP yeast: 102; GASC-1 inh: -7; CIT2-GFP yeast: 103; LAP4 TOR yeast: 89

Results for COc1ccc(C(=O)N/C(=C/c2ccccc2F)C(=O)NCCN2CCOCC2)cc1OC ?
VLA-4 inh: 8; AGP1-GFP MLPCN: 103; MEP2 TOR yeast: 105; GRK2 aptamer HTS: 0; RPL19A-GFP yeast: 100; GASC-1 inh: -1; CIT2-GFP yeast: 107; LAP4 TOR yeast: 100

What do the screens show for `CCCCOc1ccc(C(=O)NCC(=O)NCC(c2ccc(OC)cc2)N2CCCC2)cc1` (stereo not drawn)?
VLA-4 inh: 6; AGP1-GFP MLPCN: 102; MEP2 TOR yeast: 95; GRK2 aptamer HTS: 0; RPL19A-GFP yeast: 97; GASC-1 inh: -6; CIT2-GFP yeast: 96; LAP4 TOR yeast: 102

How did COC(=O)CCN(C(=O)c1ccc([N+](=O)[O-])cc1)c1ccccn1 do in these assays?
VLA-4 inh: 1; AGP1-GFP MLPCN: 102; MEP2 TOR yeast: 101; GRK2 aptamer HTS: 2; RPL19A-GFP yeast: 94; GASC-1 inh: 79; CIT2-GFP yeast: 100; LAP4 TOR yeast: 106

What do the screens show for `CCN(c1ccccc1)S(=O)(=O)c1cc(CN2C(=O)c3cccnc3C2=O)ccc1OC`?
VLA-4 inh: 25; AGP1-GFP MLPCN: 101; MEP2 TOR yeast: 105; GRK2 aptamer HTS: 2; RPL19A-GFP yeast: 101; GASC-1 inh: -1; CIT2-GFP yeast: 100; LAP4 TOR yeast: 95

What do the screens show for `NC(=O)c1nsc(C(=O)N(c2ccc(F)cc2)C(C(=O)NCC2CCCO2)c2c[nH]c3ccccc23)c1N` (stereo not drawn)?
VLA-4 inh: 18; AGP1-GFP MLPCN: 94; MEP2 TOR yeast: 90; GRK2 aptamer HTS: 0; RPL19A-GFP yeast: 90; GASC-1 inh: -2; CIT2-GFP yeast: 90; LAP4 TOR yeast: 84

How did COc1cccc2cc(C(=O)NCc3ccc(C)cc3)c(=O)oc12 do in these assays?
VLA-4 inh: -9; AGP1-GFP MLPCN: 99; MEP2 TOR yeast: 98; GRK2 aptamer HTS: 1; RPL19A-GFP yeast: 99; GASC-1 inh: 4; CIT2-GFP yeast: 106; LAP4 TOR yeast: 88

Results for Cc1ccc2c(c1)Oc1ccc(NC(=O)CCCl)cc1C(=O)N2 ?
VLA-4 inh: -3; AGP1-GFP MLPCN: 100; MEP2 TOR yeast: 104; GRK2 aptamer HTS: 0; RPL19A-GFP yeast: 108; GASC-1 inh: 4; CIT2-GFP yeast: 104; LAP4 TOR yeast: 94

How did COc1cc(C(CCN2CCCCC2)c2c(OC)cc(OC)c3c(C)cc(=O)oc23)cc(OC)c1OC (stereo not drawn) do in these assays?
VLA-4 inh: 21; AGP1-GFP MLPCN: 100; MEP2 TOR yeast: 100; GRK2 aptamer HTS: 0; RPL19A-GFP yeast: 99; GASC-1 inh: 6; CIT2-GFP yeast: 101; LAP4 TOR yeast: 98

What do the screens show for `O=C(COc1ccccc1Cl)Nc1ccc2c(c1)OCO2`?
VLA-4 inh: -2; AGP1-GFP MLPCN: 81; MEP2 TOR yeast: 97; GRK2 aptamer HTS: 4; RPL19A-GFP yeast: 90; GASC-1 inh: -3; CIT2-GFP yeast: 84; LAP4 TOR yeast: 91

How did CCCNC(=O)OC[C@H]1O[C@H](CCO/N=C(\C)CCN2CCc3nc(-c4ccccc4)c(-c4ccccc4)cc3C2)C=C[C@@H]1Oc1ccc(OC)cc1 do in these assays?
VLA-4 inh: 0; AGP1-GFP MLPCN: 69; MEP2 TOR yeast: 94; GRK2 aptamer HTS: 1; RPL19A-GFP yeast: 94; GASC-1 inh: -13; CIT2-GFP yeast: 66; LAP4 TOR yeast: 122

How did COCCn1c(-c2ccc(OC)cc2)nc2oc3cc(OC)ccc3c(=O)c2c1=O do in these assays?
VLA-4 inh: -8; AGP1-GFP MLPCN: 109; MEP2 TOR yeast: 111; GRK2 aptamer HTS: 0; RPL19A-GFP yeast: 107; GASC-1 inh: -20; CIT2-GFP yeast: 95; LAP4 TOR yeast: 115

What do the screens show for `O=C(CCN1C(=O)[C@H]2CC=CC[C@H]2C1=O)NCc1nc(-c2ccccc2)no1`?
VLA-4 inh: 0; AGP1-GFP MLPCN: 113; MEP2 TOR yeast: 118; GRK2 aptamer HTS: 0; RPL19A-GFP yeast: 115; GASC-1 inh: 21; CIT2-GFP yeast: 107; LAP4 TOR yeast: 118

What do the screens show for `O=C(c1ccc(CS(=O)c2cccc(Cl)c2)o1)N1CCN(C2CCCCC2)CC1` (stereo not drawn)?
VLA-4 inh: 13; AGP1-GFP MLPCN: 104; MEP2 TOR yeast: 106; GRK2 aptamer HTS: 11; RPL19A-GFP yeast: 104; GASC-1 inh: -1; CIT2-GFP yeast: 106; LAP4 TOR yeast: 99

How did CCOC(=O)c1ccc2c(c1)C(=O)N(C1CCCCC1)C2=O do in these assays?
VLA-4 inh: 0; AGP1-GFP MLPCN: 103; MEP2 TOR yeast: 97; GRK2 aptamer HTS: 0; RPL19A-GFP yeast: 103; GASC-1 inh: -10; LAP4 TOR yeast: 100

Results for Cn1c(CNC(=O)CNC(=O)c2cccc(Cl)c2)cc(=O)n(C)c1=O ?
VLA-4 inh: -101; AGP1-GFP MLPCN: 100; MEP2 TOR yeast: 96; GRK2 aptamer HTS: 8; RPL19A-GFP yeast: 101; GASC-1 inh: -9; CIT2-GFP yeast: 100; LAP4 TOR yeast: 104

Results for Cc1oc(-c2ccc(Cl)cc2)[n+]([O-])c1C ?
VLA-4 inh: -10; AGP1-GFP MLPCN: 103; MEP2 TOR yeast: 113; GRK2 aptamer HTS: 0; RPL19A-GFP yeast: 100; GASC-1 inh: -16; LAP4 TOR yeast: 100

What do the screens show for `COc1ccc(NC(=S)NNC(=O)c2ccc(S(=O)(=O)N3CCOCC3)cc2)cc1`?
VLA-4 inh: 15; AGP1-GFP MLPCN: 90; MEP2 TOR yeast: 98; GRK2 aptamer HTS: 0; RPL19A-GFP yeast: 92; GASC-1 inh: 33; CIT2-GFP yeast: 88; LAP4 TOR yeast: 89

What do the screens show for `Cc1c(NS(=O)(=O)c2ccc3c(c2)NC(=O)CC(=O)N3)cccc1[N+](=O)[O-]`?
VLA-4 inh: 13; AGP1-GFP MLPCN: 103; MEP2 TOR yeast: 102; GRK2 aptamer HTS: 3; RPL19A-GFP yeast: 98; GASC-1 inh: -3; CIT2-GFP yeast: 103; LAP4 TOR yeast: 95

How did CCOc1ccc(NCc2nnc(SCC(=O)Nc3nc(-c4ccccc4)cs3)n2-c2ccccc2)cc1 do in these assays?
VLA-4 inh: 6; AGP1-GFP MLPCN: 92; MEP2 TOR yeast: 95; GRK2 aptamer HTS: 1; RPL19A-GFP yeast: 98; GASC-1 inh: 1; CIT2-GFP yeast: 96; LAP4 TOR yeast: 88

What do the screens show for `O=S1(=O)c2ccccc2N=NN1Cc1ccc(Cl)c(Cl)c1`?
VLA-4 inh: -3; AGP1-GFP MLPCN: 101; MEP2 TOR yeast: 99; GRK2 aptamer HTS: 2; RPL19A-GFP yeast: 101; GASC-1 inh: 3; CIT2-GFP yeast: 92; LAP4 TOR yeast: 101

Results for COc1ccc(OCc2cc(C(=O)N(C)Cc3nnc(C)o3)no2)c(Cl)c1 ?
VLA-4 inh: -1; AGP1-GFP MLPCN: 104; MEP2 TOR yeast: 103; GRK2 aptamer HTS: 1; RPL19A-GFP yeast: 101; GASC-1 inh: 3; CIT2-GFP yeast: 109; LAP4 TOR yeast: 103

How did CCOc1ccccc1/C=C/c1cc(C(=O)O)c2ccccc2n1 do in these assays?
VLA-4 inh: 3; AGP1-GFP MLPCN: 103; MEP2 TOR yeast: 106; GRK2 aptamer HTS: 3; RPL19A-GFP yeast: 103; GASC-1 inh: -7; CIT2-GFP yeast: 105; LAP4 TOR yeast: 107

Results for CN(CC(=O)Nc1cccc(F)c1)C(=O)CNS(=O)(=O)c1ccc(N(C)C)c([N+](=O)[O-])c1 ?
VLA-4 inh: 4; AGP1-GFP MLPCN: 93; MEP2 TOR yeast: 89; GRK2 aptamer HTS: 4; RPL19A-GFP yeast: 90; GASC-1 inh: 25; CIT2-GFP yeast: 87; LAP4 TOR yeast: 103

What do the screens show for `CC(=O)Nc1ccccc1Nc1cc(C#N)c(C#N)cc1[N+](=O)[O-]`?
VLA-4 inh: 20; AGP1-GFP MLPCN: 104; MEP2 TOR yeast: 105; GRK2 aptamer HTS: 2; RPL19A-GFP yeast: 97; GASC-1 inh: -7; CIT2-GFP yeast: 101; LAP4 TOR yeast: 100

What do the screens show for `CC(=O)NC1=NN(C(C)=O)C2(S1)C(=O)N(C(C)=O)c1ccc(C)cc12` (stereo not drawn)?
VLA-4 inh: 7; AGP1-GFP MLPCN: 95; MEP2 TOR yeast: 85; GRK2 aptamer HTS: 3; RPL19A-GFP yeast: 89; GASC-1 inh: 15; CIT2-GFP yeast: 93; LAP4 TOR yeast: 95
